Screens deposited in PubChem by Sanford-Burnham Center for Chemical Genomics.
DUSP3 inh: VHR1 (DUSP3) phosphatase inhibition; inhibition, % at 20 µM; recombinant VHR phosphatase, colorimetric substrate read-out; 50,000 compounds, 0.7% hits; P51452; in the data active means inhibition above about 60%; further: some results filed as inactive read as strong as hits
Target sequence (P51452 whole entry, looked up): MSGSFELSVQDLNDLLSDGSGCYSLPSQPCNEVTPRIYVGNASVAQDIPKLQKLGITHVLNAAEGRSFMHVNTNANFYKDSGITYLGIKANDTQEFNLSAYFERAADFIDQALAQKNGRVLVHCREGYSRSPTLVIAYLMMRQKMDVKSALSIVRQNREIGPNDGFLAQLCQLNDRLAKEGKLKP
Starred values were filed as active, the others as inactive; & = joins results of further samples. Not all compounds are listed (hit frequency here may not be typical).

smiles	DUSP3 inh
Cc1ccc(OCCNc2cc(Cl)ccc2[N+](=O)[O-])cc1C	-33.9
Cc1ccc(-c2nc3cc(Cl)ccc3o2)cc1NC(=O)/C=C/c1cccc([N+](=O)[O-])c1	-0.1
CCCCNC(=O)C(Sc1ccccc1)c1ccccc1 (centres undefined)	-19.1
Cc1ccnc(NS(=O)(=O)c2ccc(NC(=O)COc3ccc(Cl)cc3)cc2)n1	2.7
COC(=O)c1ccc(C2Nc3cc(C)c(C)cc3NC3=C2C(=O)CC(C)(C)C3)cc1 (centres undefined)	6.2
CC(C)COc1ccc(C(=O)Nc2ccccc2)cc1	-9.2
O=C(NCCN1CCOCC1)C(=O)NCc1ccc(Cl)cc1	-15.7
COc1ccc(C(NC(=O)c2ccccc2)NC(=O)c2ccccc2)cc1OC	2.6
O=C(CN(c1ccccc1)S(=O)(=O)c1ccccc1[N+](=O)[O-])N1CCCCC1	-24.5
O=C1Nc2ccccc2C1=Cc1nc2ccccc2c(=O)n1-c1ccccc1[N+](=O)[O-]	-1.0
CCOc1cc(C(=O)NCCc2cccc(Cl)c2)cc(OCC)c1OCC	0.3
CC1=C(C(=O)OC(C)C)C(c2ccc(F)c(Br)c2)CC(=O)N1 (centres undefined)	117.5*
O=[N+]([O-])c1cccc(S(=O)(=O)Nc2ccccc2Br)c1	-21.3
CCSc1nnc(NC(=O)c2cccc(OC)c2)s1	-3.4
CCCN1CCc2c(sc3[nH]c(=S)n(CCc4ccccc4)c(=O)c23)C1	41.5
COc1ccccc1CNC1CCCCC1OC (centres undefined)	7.1
Cc1cccc(C2(c3cccc(C)c3)CC2C(=O)NCc2ccccc2)c1 (centres undefined)	-9.9
O=C(O)c1ccc(-c2ccc(/C=C3/SC(=O)N(c4ccccc4)C3=O)o2)cc1	-9.0
COc1ccc(-c2cc(C(F)(F)F)n3nc(C(=O)N4CCc5ccccc5C4)cc3n2)cc1	12.8
COc1c(Cl)cc(C(=O)Nc2cc(C)ccc2C)cc1Cl	-14.6
O=C(N/C(=C/c1cccnc1)C(=O)N1CCCCCC1)c1cccc(Br)c1	-16.6
COc1ccc2nc(SCC(=O)Nc3ccc(/C=C/c4ccccc4)cc3)[nH]c2c1	-11.5
O=C1c2cccc3c(N4CCNCC4)ccc(c23)C(=O)N1c1ccc(Cl)cc1	-11.7
CC(=O)Nc1ccc(NC(=O)COc2ccc(Cl)cc2Br)cc1	7.9
Cc1ccc(CCC(=O)Nc2ncc(Cc3ccc(F)cc3)s2)o1	-11.5
Cc1ccc(NC(=O)c2cccc(C(=O)Nc3ccc(C)cc3)n2)cc1	-11.8
Cc1cc(C(=O)Oc2ccccc2C(=O)O)c(C)o1	-4.5
COc1ccc(C(=O)N/C(=C\c2ccc(-c3cccc(Cl)c3)o2)C(=O)NCCCN2CCOCC2)cc1	-10.5
Cc1cccc(OCC(=O)Nc2cccc(C(F)(F)F)c2)c1	-15.0
COc1ccccc1C(=O)NNC1=CC(=O)CC(C)(C)C1	-2.4
O=[N+]([O-])c1ccc(NCCOc2cccc3ccccc23)c2ncccc12	-17.0
COc1ccccc1NC(=O)c1cc(Nc2ccccc2)nc2ccccc12	-20.8
Cc1cccc(C(=O)N(C(=O)c2cccc(C)c2)c2ncccn2)c1	2.4
O=C(O)C1C2CCC(C2)C1C(=O)Nc1nc2c(s1)CCCC2 (centres undefined)	-30.1
O=C1S/C(=C\c2ccc(Br)o2)C(=O)N1c1ccc(Cl)c(Cl)c1	-4.5
CC1(C)CCC[C@@]2(C)C1CC[C@]1(C)OC(=O)C[C@H]21 (some centres undefined)	-11.7
Cc1cc(C(=O)N2CCN(C)CC2)ccc1[N+](=O)[O-]	-0.8
CNc1nc(NC)nc(-n2c(C(F)(F)F)nc3ccccc32)n1	-7.1
Cc1ccccc1C(=O)NCc1ccco1	44.2
COc1ccc(OCC(=O)n2nc(C)cc2C)cc1	8.6
C=C(C)c1cccc(C(C)(C)NC(=O)NC2CCCC2)c1	0.3
Cn1c(=O)c([N+](=O)[O-])c(NCC2CCCO2)c2ccccc21 (centres undefined)	0.0
C=C1c2ccc(C)cc2NC(=O)N1c1ccc(Cl)cc1	11.1
Cc1n[nH]c(C)c1CCCOc1ccc(Cl)cc1	-6.5
Cc1cc(C)n(S(=O)(=O)c2ccccc2[N+](=O)[O-])n1	-28.9
COc1ccc(C2C(C(C)=O)=C(O)C(=O)N2CCN(C)C)c(OC)c1 (centres undefined)	-1.8
COc1cc(C(N)=O)cc(OC)c1OC	-12.5
CCN1C(=O)/C(=C\c2ccc(OC(C)=O)cc2)SC1=S	-16.7
COc1ccc(C2CC(=O)C3=C(C2)Nc2ccccc2NC3c2cc(OC)c(OC)cc2OC)cc1 (centres undefined)	43.2
O=C(N/N=C/c1cc(Br)ccc1O)c1cc(-c2ccc3ccccc3c2)n[nH]1	0.7

Remaining list, next part:
smiles	DUSP3 inh
N#Cc1c(-c2cccc(Br)c2)cc(C2CC2)nc1N	-8.1
O=C(O)c1c(NS(=O)(=O)c2ccccc2)sc2c1CCCC2	-13.9
O=C(/C=C/c1ccccc1)NC(=S)Nc1ccc(NC(=O)c2cccc(Cl)c2)cc1	-13.7
Cc1onc(-c2ccccc2)c1C(=O)Nc1sc(C)c(C)c1C(N)=O	3.2
O=C(O)CCCCCN1C(=O)/C(=C2/C(=O)N(CC(=O)O)c3ccccc32)SC1=S	-10.5
Cc1ccc(S(=O)(=O)NC(Cc2ccccc2)C(=O)Nc2nc3ccc(C)cc3s2)cc1 (centres undefined)	-24.4
COc1ccc(NC(=O)c2nn3c(c2Br)NC(c2cccs2)CC3C(F)(F)F)cc1OC (centres undefined)	-36.0
COc1cc(NC(=O)c2ccc(C)c([N+](=O)[O-])c2)cc(OC)c1	5.3
O=C(Nc1ccc(Br)cn1)c1cc2n(n1)C(C(F)(F)F)CC(c1ccccc1)N2 (centres undefined)	0.7
C=CCN(CC=C)CN1C(=O)C(=O)c2cc(Br)ccc21	-9.9
CC(=O)CC(=O)Nc1ccccc1Br	-14.5
O=C(N/N=C/c1cccc([N+](=O)[O-])c1)C1CC(=O)N(c2ccc(F)cc2)C1 (centres undefined)	2.9
O=[N+]([O-])c1ccc(CCNC2CCCCC2)cc1	-16.0
CCCCCCCC(=O)N/N=C/c1c[nH]c2ccccc12	-31.4
C=CCOc1ccc(Cl)cc1/C=C1/SC(=S)N(Cc2ccccc2)C1=O	-16.7
Cc1ccnc(Nc2nc(-c3ccc(Br)cc3)cs2)c1	9.4
CCOC(=O)c1ccc2[nH]c(C)c(CCC(C)=O)c(=O)c2c1	-42.0
O=C(O)c1ccccc1NS(=O)(=O)c1cccc2cccnc12	-33.7
Cc1ccc(NC(=O)C(=O)N/N=C/c2cccs2)cc1C	-10.0
COCCOC(=O)c1ccc(NC(=O)COc2ccc(-c3ccc(C)cc3)cc2)cc1	48.0
COc1cc(OC)cc(C(=O)N2CCN(S(=O)(=O)c3ccc(Cl)cc3)CC2)c1	87.9
O=C(O)CCC(=O)N1N=C(c2cccs2)CC1c1cccc([N+](=O)[O-])c1 (centres undefined)	3.7
O=C(Nc1ccc(S(=O)(=O)Nc2ncccn2)cc1)c1cc2ccccc2o1	-1.5
O=c1oc2ccccc2nc1/C=C(\O)c1cccs1	-7.6
COc1ccccc1C(=O)NC1CC(C)(C)NC(C)(C)C1	-26.0
CN(C)c1ccc(/C=N/Nc2nnc3c(n2)[nH]c2ccc(Br)cc23)cc1	-1.7
O=C(COc1ccc2ccccc2c1)Nc1ccc(OC(F)(F)F)cc1	-11.6
COc1ccc(/C=C(\NC(=O)c2ccccc2)C(=O)N/N=C/c2ccccn2)cc1	-33.7
NC(=O)c1cccc2c1-c1ccccc1/C2=N/NC(N)=S	23.1
O=C(Nc1ccc(I)cc1Cl)c1ccc(-c2cccc([N+](=O)[O-])c2)o1	0.5
COc1cc(NS(=O)(=O)c2ccc(Cl)cc2)c(OC)cc1Br	-37.4
CCOc1ccccc1NC(=O)CN(c1ccccc1Cl)S(C)(=O)=O	-3.2
CCc1ccccc1NC(=O)CN(c1ccc(OC)c(Cl)c1)S(C)(=O)=O	7.7
COC(=O)CCC(=O)Nc1ccc([N+](=O)[O-])cc1C	-22.1
Cc1nnc(SCC(=O)Nc2ccc3c(c2)oc2ccccc23)s1	-4.8
COCCNC(=O)c1cnn2c(C(F)(F)F)cc(-c3ccco3)nc12	-3.9
Cc1no[n+]([O-])c1COc1ccc(C=O)cc1	-21.4
c1ccc2c(c1)OCC(CSc1nc3ccccc3[nH]1)O2 (centres undefined)	3.2
CCOC(=O)c1ccc(NC2SC(=O)N(c3ccccc3)C2=O)cc1 (centres undefined)	-14.2
CCOc1cccc(-c2cc(C(=O)Nc3ccc4c(c3)OCO4)c3ccccc3n2)c1	-4.4
CN1CCN(NC(=O)Nc2ccc(Cl)c(Cl)c2)CC1	-25.7
COc1ccc(/C=C\C(=O)c2c(-c3ccccc3)c3cc(C)ccc3[nH]c2=O)c(OC)c1	18.8
COc1ccc(C2Nc3ccccc3C(=O)N2Cc2ccccc2)cc1COc1ccc([N+](=O)[O-])cc1 (centres undefined)	-17.7
CC1(C)CC(=O)C2=C(C1)c1c(ccc3ccccc13)NC2c1cc([N+](=O)[O-])ccc1N1CCOCC1 (centres undefined)	-10.6
CCC(=O)c1ccc(N2CCCC2)c(F)c1	-2.1
O=C(Nc1ccc(Cl)cc1)c1nn2c(c1Cl)NC(c1ccc(Cl)cc1)CC2C(F)(F)F (centres undefined)	-14.5
COc1ccc(CCNC(=O)CSc2nnc(-c3ccco3)n2-c2ccccc2)cc1OC	-6.9
O=C(Cc1ccc(Br)cc1)Nc1ccccc1C(F)(F)F	93.3
Cc1ccc(N2C(=O)NC(=O)/C(=C\C=C\c3ccccc3)C2=O)cc1	0.1
Cc1cc(-c2nc3ccccc3[nH]2)c2ccccc2n1	-18.9&-2.1

Further structures:
smiles	DUSP3 inh
O/N=C1/c2ccccc2/C(=N/O)C1c1ccccc1	-0.9
O=C1CSC(=S)N1c1ccc(Cl)cc1	-8.2
O=c1oc2cc(O)ccc2cc1-c1nc2ccccc2o1	-17.5
O=c1/c(=C/c2cc(Cl)ccc2OCc2ccccc2Cl)sc2nc3ccccc3n12	-0.6
COC(=O)c1ccccc1NCn1nc(-c2ccc(Cl)cc2Cl)oc1=S	8.2
COc1ccc(-c2nc(Cc3ccc(OC)c(OC)c3)no2)cc1	10.5
N#Cc1c(NC(=O)c2c(C(=O)O)cccc2[N+](=O)[O-])sc2c1CCCC2	3.5
CC(=O)Cc1cc(O)c2ccccc2c1OC(=O)c1ccc(Br)cc1	-12.1
CCOc1ccc2c(c1)SCC(=O)N2	-15.4
O=C(O)C1CCCCC1C(=O)Nc1nc2ccc(Br)cc2s1 (centres undefined)	-0.8
O=C(c1ccc(-c2ccccc2)cc1)N1CCN(CCN2C(=O)c3cccc4cccc(c34)C2=O)CC1	1.1
O=C(CN(c1cccc(Br)c1)S(=O)(=O)c1ccccc1)Nc1ccccc1	-26.4
CCOc1cc(C(=S)N2CCCCC2)cc(Br)c1O	4.2
Cc1cccc(CC2CC(=O)N(c3ccc(Cl)c(Cl)c3)C2=O)c1 (centres undefined)	-6.1
CCOC(=O)C1=C(C)NC(=S)NC1c1ccc(O)cc1 (centres undefined)	17.0
CCN(Cc1ccccc1)C(=O)c1ccccc1[N+](=O)[O-]	-38.6
COc1ccccc1C(=O)Oc1ccc2oc(=O)sc2c1	10.0
CCc1c(C)nn2cn[n+](Cc3ccc(Cl)cc3)c2c1[O-]	-23.9
CN(C)CCN1C(=O)C(=O)/C(=C(/O)c2ccccc2)C1c1ccc(Br)cc1 (centres undefined)	99.4
CCOc1cc(C=C2C(=O)NC(=O)NC2=O)ccc1OCc1c(C)no[n+]1[O-]	-7.5
CC(C)c1ccc(/C=N/N2CCN(c3ccccn3)CC2)cc1	-2.6
CC(C)(C)c1ccc(OCCNC(=O)/C=C/c2ccccc2)cc1	-6.6
CC1=NN(c2nc(-c3ccc(Cl)c(Cl)c3)cs2)C(=O)C1	-8.6
CC(C)(C)C(=O)/C=C(N)\C=C\c1ccccc1	1.2
CCc1ccc(NC(=O)c2ccc(C(C)C)cc2)cc1	0.6
CCOC(=O)c1ccc(N2NC(=O)/C(=C/c3ccc(Br)cc3)C2=O)cc1	8.3
COC(=O)C(C)N(c1ccc(OC)cc1)S(C)(=O)=O (centres undefined)	5.8
Cc1ccc(N2C(=O)NC(=O)/C(=C\c3ccc(C)s3)C2=O)cc1	-11.4
CCOC(=O)c1ccc(NC(=O)Cc2ccc(Cl)cc2)cc1	-4.3
CN1CCO/C1=C(C#N)\C=C1/C(=O)N(c2c(Cl)cccc2Cl)c2ccccc21	-6.7
